HADH2 inh: HADH2 (human) dehydrogenase inhibition; Potency, µM (highest dose often 57.1 µM), for the others: top-dose activity change, negative = inhibition, most hits filed as inhibitors; 73,000 compounds, 3.4% hits; Q99714; recombinant HADH2, NADH fluorescence, beta-hydroxybutyryl-CoA; AID 886; also: potency is read from the fitted curve at half-maximal effect; % is scaled to controls: 0 for no effect and ±100 for the full control effect; nearly all actives have a fitted effect of over 60% in size; many of its hits are not listed in these tables
Target sequence (Q99714 whole entry, looked up, one chain of several): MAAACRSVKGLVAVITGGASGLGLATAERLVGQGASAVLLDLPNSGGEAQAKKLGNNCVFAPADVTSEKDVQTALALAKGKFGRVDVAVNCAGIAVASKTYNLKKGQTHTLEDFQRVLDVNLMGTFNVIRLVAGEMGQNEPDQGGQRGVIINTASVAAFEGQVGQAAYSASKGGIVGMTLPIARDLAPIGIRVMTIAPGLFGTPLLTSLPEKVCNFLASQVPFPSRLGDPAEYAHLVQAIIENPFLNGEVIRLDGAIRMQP
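E. coli-expressed His-tagged HADH2 tested at 20 nM in alkaline Tris buffer (pH 9.0); oxidation of 90 uM beta-hydroxybutyryl-CoA with 1 mM NAD+ tracked fluorimetrically for 4 min.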
Fluorescein autfl: compound fluoresces in the fluorescein spectral region. Compound autofluorescence, 480/540 nm, fluorescein-equivalent; hits give high values. 59,000 compounds, 0.91% hits. max fluorescein-equivalent concentration, M; in the data active = max fluorescein-equivalent concentration above about 10 nM; inconclusive = between about 1.1 nM and that limit
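Normalized response (dye-equivalent concentration) derives from comparing each well's 540 nm emission, under 480 nm excitation, with plate-resident fluorescein standards. Compounds were held in 100 mM Tris, pH 8.0, for 15 min at room temperature.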
Texas Red fluor: compound fluoresces in the Texas Red spectral region | AID 587 | 59,000 compounds, 0.06% hits | max dye-equivalent concentration, M | Compound fluorescence, Texas Red channel, 547/618 nm; hits give high values; in the data active = max dye-equivalent concentration above about 10 nM; inconclusive = between about 1.1 nM and that limit
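Pin-transferred compounds and Texas Red standards go into 100 mM Tris buffer, pH 8.0. After 15 min at room temperature, plates are imaged with 547/618 nm filters. Each value is a dye-equivalent concentration derived from the per-plate dye curve.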
Hsp90 Hop PPI: changes Hsp90-Hop TPR2A binding signal, up or down; Potency, µM (top dose mostly 57 µM), for inactives: at the highest dose activity change, negative = inhibition; AlphaScreen TPR2A-His6 binding biotin-Hsp90 C-terminal peptide; 71,000 compounds, 0.44% hits; active = well fitted curve in either direction with a large enough effect; inconclusive = small, poorly fitted or top-dose-only effect, or another doubt; also: potency is read from the fitted curve at half-maximal effect; % is scaled to controls: 0 for no effect and ±100 for the full control effect; many of its hits are not listed in these tables
4-MU autofl: compounds fluorescent in 4-MU spectral region; AID 589; 59,000 compounds, 11% hits; compound autofluorescence, 340/450 nm, 4-MU equivalents; hits give high values; max dye-equivalent concentration, M; in the data active = max dye-equivalent concentration above about 10 nM; inconclusive = mostly about 1.1 nM to 9.6 nM
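Compounds in 100 mM Tris, pH 8.0, sat 15 min at room temperature before fluorescence was read at 340 nm excitation/450 nm emission; a per-plate six-point 4-MU standard curve converted signals to dye-equivalent concentration at each compound concentration.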
ALOX15 inhib: inhibitors of human 15-lipoxygenase (ALOX15); Potency, µM (doses to about 57.1 µM), for the others: at the top dose activity change, negative = inhibition, hits mostly inhibitors; 74,000 compounds, 1.4% hits; purified 15hLO-1, xylenol orange hydroperoxide absorbance; AID 887; P16050; also: potency is read from the fitted curve at half-maximal effect; % is scaled to controls: 0 for no effect and ±100 for the full control effect; nearly all actives have a fitted effect of over 55% in size
Target sequence (P16050 whole entry, looked up): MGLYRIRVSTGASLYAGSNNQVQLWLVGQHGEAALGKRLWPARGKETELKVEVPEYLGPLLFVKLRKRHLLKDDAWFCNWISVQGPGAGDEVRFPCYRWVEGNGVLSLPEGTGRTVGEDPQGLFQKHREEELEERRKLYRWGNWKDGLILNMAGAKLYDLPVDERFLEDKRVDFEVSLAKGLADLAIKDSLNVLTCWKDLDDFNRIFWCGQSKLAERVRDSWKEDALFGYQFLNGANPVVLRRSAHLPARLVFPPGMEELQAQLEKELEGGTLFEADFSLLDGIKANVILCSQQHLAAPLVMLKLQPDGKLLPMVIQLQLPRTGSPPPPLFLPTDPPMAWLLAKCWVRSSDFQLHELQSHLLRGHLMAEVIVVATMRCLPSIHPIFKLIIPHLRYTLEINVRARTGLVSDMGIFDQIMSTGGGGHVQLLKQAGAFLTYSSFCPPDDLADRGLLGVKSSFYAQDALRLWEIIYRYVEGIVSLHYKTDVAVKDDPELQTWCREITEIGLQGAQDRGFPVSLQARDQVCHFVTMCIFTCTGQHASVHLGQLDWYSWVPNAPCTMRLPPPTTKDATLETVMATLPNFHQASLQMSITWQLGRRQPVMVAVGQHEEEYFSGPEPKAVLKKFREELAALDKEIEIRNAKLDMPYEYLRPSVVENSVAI
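Readout: Fe(III)-xylenol orange absorbance, 573-to-405 nm ratio as reaction progress. Enzyme 40 nM purified human 15hLO-1, substrate 50 uM arachidonic acid, 6 min RT after 15 min compound preincubation; Hepes pH 7.5 buffer with Triton X-100.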
UbGFP stabilizer: ubiquitin-GFP accumulation via proteasome inhibition; Ubiquitin-GFP reporter cells, proteasome inhibition, GFP fluorescence; response scale: untreated = 0%, 10 µM MG-132 = 100%; Potency, µM (doses to about 45.9 µM), inactives show at the top dose activation (GFP accumulation), usual class: activators; 67,000 tested, under 10 active; active = well fitted activation curve with a large enough effect, not every such curve was filed as active; inconclusive = small, poorly fitted or top-dose-only effect, or another doubt; inactive = no such curve, though single readings can be large or run the other way; also: potency is read from the fitted curve at half-maximal effect
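Proteasome blockade was scored as a rise in GFP-expressing U2OS cells carrying a ubiquitin(G76V)-GFP construct, imaged after 4 hr compound treatment at 37 °C across a 46 uM–2.9 nM series.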
Rhodamine fluor: rhodamine region autofluorescence | max dye-equivalent concentration, M | AID 594 | Rhodamine-region fluorescence, 547/598 nm, Tris buffer; hits give high values | 59,000 compounds, 0.05% hits; in the data active = max dye-equivalent concentration above about 11 nM; inconclusive = between about 1.1 nM and that limit
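Intrinsic compound fluorescence, ex 547 / em 598 nm, CCD imager. Tris 100 mM pH 8.0; 15 min RT. Output = rhodamine dye-equivalent concentration at each compound concentration.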
HBB splicing: alters splicing of the hemoglobin beta chain | 65,000 compounds, 0.06% hits | AID 925 | HBB splicing reporter cell assay, activation; EGFP reporter with mutant IVS2-654 intron; response scale: normalised to 500 nM splice-correcting PNA | Potency, µM (top dose mostly 46.1 µM), for inactives: at the highest dose activation, hits mostly activators; also: potency is read from the fitted curve at half-maximal effect; 0% is about no effect
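Compounds were applied for 2 days to HeLa EGFP-654 cells, 500/well in Optimem with 2% FCS. The reporter's EGFP is disrupted by mis-splicing of beta-globin intron IVS2-654. Readout: summed well GFP fluorescence from 488 nm laser scanning; reference was 500 nM antisense […] 654 PNA.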
GFP derepression: epigenetic modulators derepressing GFP locus in mouse cells | mouse C127i GFP locus derepression, cytometry, 30 h | Potency, µM (titrated, usually from 46.1 µM), for inactives: at the top dose GFP derepression (activation) | 68,000 compounds, 0.09% hits; also: % of control where 0% means no effect
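Murine C127i mammary cells carrying a silenced, stably integrated CMV-driven GFP reporter were treated with compound for 30 hours at 37 C. After PBS washes, GFP-positive cells were counted by laser-scanning microplate cytometry.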
Pol III holo inh: DNA polymerase III holoenzyme inhibition | 71,000 compounds, 0.25% hits | Potency, µM (top dose mostly 57.1 µM), for inactives: at the highest dose activity change, negative = inhibition | AID 603 | reconstituted DNA polymerase III holoenzyme replication, biochemical; also: potency is read from the fitted curve at half-maximal effect; % is scaled to controls: 0 for no effect and ±100 for the full control effect
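Reconstituted *E. coli* holoenzyme (0.35 nM Pol III, 1 nM beta, 154 nM SSB, 2 nM primase) was preincubated with compound for 15 min at RT. Synthesis on 1.4 nM ssM13Gori ran 35 min, then was stopped with PicoGreen/EDTA and read as dsDNA fluorescence.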
* marks the source's active call; other numbers are inactive results; i = inactive; ? = inconclusive; / = no result given; [ ] = dose if it differs, or a comment. Unless noted, calls follow the shape of the dose curve; as a rule, active = well fitted curve in the direction sought with a large enough effect; inconclusive = small, poorly fitted or top-dose-only effect, or another doubt; inactive = no such curve, though single readings can be large; an effect the other way counts as inactive or inconclusive. These rows are one share of the data; the hit share may differ from the screen's.

Order of values – HADH2 inh, Fluorescein autfl, Texas Red fluor, Hsp90 Hop PPI, 4-MU autofl, ALOX15 inhib, UbGFP stabilizer, Rhodamine fluor, HBB splicing, GFP derepression, Pol III holo inh
O=C(O)CC1NC(=O)N(c2ccc(Cl)cc2)C1=O (stereo unspecified)
→ 2%, i, i, 1%, i, 9%, -1%, i, /, -1%, -6%
COC(=O)CSc1nnnn1-c1ccccc1
→ 17%, i, i, ?, i, 2%, 6%, i, 0.3%, 0%, -7%
COc1ccc(-c2nc3c(c(=O)n(C)c(=O)n3C)n2CC2CC(c3ccccc3)=NO2)cc1OC (stereo unspecified)
→ ?, i, i, -1%, i, 1%, -2%, i, -2.9%[57.5 µM], -2%, -1%
C=CCc1ccccc1OCC(O)CNC(C)C (stereo unspecified)
→ /, ?, i, /, i, 3%, /, i, /, 4%[20.6 µM], /
CCSC1=C(C#N)C(c2ccc(OC)c(OC)c2)CC(=O)N1 (stereo unspecified)
→ -2%, i, i, ?, i, -2%, -6%, i, /, -2%, 4%
CCc1ccc(NC(=O)CSC2=C(C#N)C(c3ccco3)C3=C(CCCC3=O)N2)cc1 (stereo unspecified)
→ /, i, i, /, i, /, /, i, /, 5%[20.6 µM], /
COCCn1c(=O)c(-c2cccs2)nc2cnc(N3CCNCC3)nc21
→ 78%[activator], ?, i, 0%, 1.2e-07M*, 7%, 6%, i, 0.4%, 0%[9.22 µM], -1%
Cc1ccc(-c2ccc(=O)n(CCC(=O)NCCN3CCCCC3C)n2)cc1 (stereo unspecified)
→ 7%, i, i, -8%, i, -2%, 5%, i, -1.4%, 0%, -1%
CC(=O)N1C(C(=O)O)CSC1c1cccc(C)c1 (stereo unspecified)
→ -2%, i, ?, 3%, i, 5%, 3%, i, 3.5%, 0%, -6%
Cc1oc(-c2ccccc2F)nc1CN1CCC(C(=O)NCc2ccco2)CC1
→ -1%, i, i, -5%, i, -4%, 7%, i, -0.4%, 0%, 0%
C=CCN(CC(=O)NCC1CCCO1)C(=O)CCC(=O)Nc1cc(C)on1 (stereo unspecified)
→ 3%, i, i, 2%, i, 2%, -5%, i, /, -1%, -2%
CCOC(=O)N1CCN(C(=O)C(c2ccccc2)c2ccccc2)CC1
→ -3%, /, /, -2%, /, -12%, -8%, /, 0.0%, 4%, 0%
CCn1c(=O)cc(OCC(=O)NCCCN2CCC(C)CC2)c2ccccc21
→ 0%, i, ?, -2%, i, 1%, -3%, i, -1.7%, 0%, 0%
CCOc1ccccc1CNC(=O)CCN1C(=O)COc2ccccc21
→ 4%, i, ?, -1%, 1.5e-08M*, 7%, -2%, i, -1.4%[57.5 µM], -1%, -7%
C=CCSc1nc2c(cc1C#N)CCC2
→ -9%, i, i, -6%, i, -6%, 0%, i, -0.1%, 0%, -2%
COc1ccc(S(=O)(=O)N2CCN(C(=O)NCc3ccccc3)CC2)cc1
→ 14%, i, ?, -1%, i, -3%, 1%, i, -0.3%, -2%, 0%
Cc1cc(/C=N/n2cnnc2)c(C)n1-c1ccc(OCc2ccccc2F)cc1
→ ?, /, /, -22%[11 µM], /, 5%[11.4 µM], 14%[9.17 µM], /, -2.4%[0.0738 µM], 0%, -3%[11.4 µM]
O=C(c1cc2n(n1)C(C(F)(F)F)CC(c1ccco1)N2)N1CCc2ccccc2C1 (stereo unspecified)
→ -1%, i, i, -10%, i, -21%, 2%, i, -0.7%, 3%, -2%
CCc1ccc2[nH]c(=O)c(CN(CCN(CC)CC)C(=O)Nc3ccccc3OC)cc2c1
→ 35%[activator], ?, i, 0%, i, -14%, 3%, i, -1.6%, -1%, -16%
O=C1CCC(=O)N1c1ccc(CSc2nnnn2C2CCCCC2)cc1
→ 2%, /, /, -1%, /, 4%, -8%, /, -0.5%, -3%, 10%
CCOC(=O)c1c(NC(=O)C2CCN(S(=O)(=O)c3cccs3)CC2)sc(C)c1C
→ ?, ?, i, ?, i, -22%, 3%, i, 0.8%, 0%, -5%
Cc1ccc(S(=O)(=O)n2nc(C)c(Br)c2C)c(C)c1C
→ -8%, i, i, 6%, i, -7%, 13%, i, -1.1%, -1%, -2%
CCN(CC)CC[n+]1ccc2c(C)c3[nH]c4ccc(O)cc4c3c(C)c2c1
→ 4%[11.4 µM], ?, i, ?, i, ?, 2%[9.17 µM], i, 2.6%[9.22 µM], 9%[9.22 µM], 1.3µM*
Cc1[nH]nc2c1C(c1cccc(O)c1)C1=C(CC(C)(C)CC1=O)N2 (stereo unspecified)
→ ?, ?, i, -3%, 3.1e-07M*, 1%, 0%, i, -1.4%, 0%, 1%
CCn1c(SCc2cc(=O)[nH]c3ccccc23)nc2c1c(=O)n(C)c(=O)n2C
→ -13%, i, i, 1%, i, 4%, -3%, i, 0.1%[57.5 µM], 2%, 0%
Nc1ncnc2c1cnn2-c1ccccc1
→ -18%, i, i, 0%, i, -1%, -4%, i, -0.2%, 0%, 2%
CC1(C)CC(=O)N(CC(=O)NC2CCCC2)c2ccccc2S1(=O)=O
→ 19%, /, /, -3%, /, 3%, 9%, /, 0.1%, 4%, -2%
O=C(CSc1nnnn1C1CCCCC1)NCCc1ccccc1
→ 4%, ?, ?, -3%, i, -1%, 0%, i, -1.5%, -1%, 0%
CC(=O)Nc1ccc(-c2cc(NC(C)=O)n(-c3ccccc3)n2)cc1
→ 11%, /, /, -3%, /, -5%, -1%, /, -1.7%, -2%, 0%
COc1ccc(C(=O)NCc2n[nH]c(=S)n2-c2ccccc2)cc1OC
→ -24%, i, i, 5%, i, -2%, -4%, i, 0.0%, -4%, -6%

Next section, starting with the last 5 of the part before.
Order of values – HADH2 inh, Fluorescein autfl, Texas Red fluor, Hsp90 Hop PPI, 4-MU autofl, ALOX15 inhib, UbGFP stabilizer, Rhodamine fluor, HBB splicing, GFP derepression, Pol III holo inh
Nc1ncnc2c1cnn2-c1ccccc1
→ -18%, i, i, 0%, i, -1%, -4%, i, -0.2%, 0%, 2%
CC1(C)CC(=O)N(CC(=O)NC2CCCC2)c2ccccc2S1(=O)=O
→ 19%, /, /, -3%, /, 3%, 9%, /, 0.1%, 4%, -2%
O=C(CSc1nnnn1C1CCCCC1)NCCc1ccccc1
→ 4%, ?, ?, -3%, i, -1%, 0%, i, -1.5%, -1%, 0%
CC(=O)Nc1ccc(-c2cc(NC(C)=O)n(-c3ccccc3)n2)cc1
→ 11%, /, /, -3%, /, -5%, -1%, /, -1.7%, -2%, 0%
COc1ccc(C(=O)NCc2n[nH]c(=S)n2-c2ccccc2)cc1OC
→ -24%, i, i, 5%, i, -2%, -4%, i, 0.0%, -4%, -6%
Cc1nn(-c2ccccn2)c(C)c1Oc1ccccc1O
→ -10%, ?, i, -1%, i, ?, -4%, i, -0.2%, 0%, -1%
O=C(O)c1[nH]c2ccccc2c1NS(=O)(=O)Cc1ccccc1
→ 32µM*, i, i, -5%, i, 3%, 0%, i, 0.8%, -3%, -4%
Cc1nnc(SCc2nnc(-c3ccccc3Br)o2)n1-c1ccccc1
→ 2%, i, i, 1%, i, -2%, -10%, i, -0.7%, 2%, -4%
Brc1ccc(Oc2nsnc2N2CCOCC2)cc1
→ 9%, i, i, 0%, i, -9%, 4%, i, /, -1%, -4%
CCC1CCCCN1CCCNC(=O)Cn1nc(-c2ccc(C)cc2)ccc1=O (stereo unspecified)
→ 0%, i, i, -10%, i, 0%, 14%, i, 1.1%, -3%, -6%
O=C(NCCN1CCOCC1)c1cc(-c2ccc(Cl)cc2)on1
→ -3%, ?, i, -4%, i, -9%, -9%, i, -4.1%, 1%, -2%
CC1CCc2nn(CC(=O)NCc3ccco3)cc2C1 (stereo unspecified)
→ 2%, /, /, 0%, /, 1%, 3%, /, 0.5%, 0%, 4%
CCCC(=O)Nc1ccc(NC(=O)Cc2ccccc2)cn1
→ 5%, ?, i, -4%, i, -5%, 3%, i, 0.0%[57.5 µM], 3%, -5%
Cc1cc(S(=O)(=O)N2CCN(c3ccc(F)cc3)CC2)c(C)s1
→ -1%, /, /, ?, /, -6%, 15%, /, -0.3%, 2%, -4%

Bioassay records: PubChem BioAssay, National Center for Advancing Translational Sciences (NCATS)
